NR3A LBD binder – NR3A (human) ligand-binding domain modulation | NR3A LBD differential scanning fluorimetry, Tm shift; 0% = protein alone, 100% = glycine-bound protein | Tm shift relative to glycine control, % at 25 µM | actives 2.5% (n = 340,000) | AID 1259313;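 active means melting temperature shift of at least 10% of the positive control shift, at one fixed dose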
CHOP UPR activ – apoptotic UPR (CHOP) activation | AID 449763 | activation, % at 10 µM | actives 0.34% (n = 330,000) | CHO-CHOP luciferase reporter, luminescence; percent of tunicamycin response over DMSO baseline;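 active means at 10 µM dose, activation of 40% or more, normalized to positive control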;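 further: 100% = tunicamycin at 10 µg/mL and 0% = DMSO alone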
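Test system: CHO-CHOP cells, stable luciferase reporter of PERK-eIF2a-CHOP signalling | Quantity: 500 CHO-CHOP cells per well | Buffer or medium: F12 plus 10% serum | Compound dosing: 10 µM single point, 0.5% DMSO | Schedule: 6 h compound treatment, 37 °C | Signal: Luciferase luminescence | Control set: Tunicamycin high control, DMSO low control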
APJ agonist – agonists of human APJ apelin receptor; P35414; CHO-K1 APJ PathHunter beta-arrestin, luminescence; 0% DMSO wells, 100% apelin; activation, % at 20 µM; actives 0.11% (n = 330,000); AID 2520;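 active means activation more than six SD over the plate average, tested at 20 µM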;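 further: 0% = DMSO alone and 100% = apelin-13 at 10 nM; some results filed as inactive read as strong as hits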
Target sequence (P35414 whole entry, looked up): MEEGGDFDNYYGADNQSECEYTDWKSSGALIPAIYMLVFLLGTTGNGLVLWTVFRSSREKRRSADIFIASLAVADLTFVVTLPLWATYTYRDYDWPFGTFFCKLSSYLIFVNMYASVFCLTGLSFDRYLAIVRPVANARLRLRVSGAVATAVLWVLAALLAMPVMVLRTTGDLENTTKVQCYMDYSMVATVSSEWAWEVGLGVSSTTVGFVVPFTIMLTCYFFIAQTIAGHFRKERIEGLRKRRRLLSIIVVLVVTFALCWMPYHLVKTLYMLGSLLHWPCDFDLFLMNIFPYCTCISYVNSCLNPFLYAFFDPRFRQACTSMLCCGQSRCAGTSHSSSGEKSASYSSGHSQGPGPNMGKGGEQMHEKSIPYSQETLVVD
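Material: engineered CHO-K1 APJ arrestin reporter cells; amount: 1000 CHO-K1 reporter cells seeded per well; incubation: compound stimulation 90 min at 25 °C, detection 60 min; signal: luminescent beta-gal fragment complementation, chemiluminescent substrate; read-out basis: APJ agonist activity; controls: DMSO-only wells as negative, 10 nM Apelin-13 as positive control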
NALP3 yeast inh – blocks the NALP3 inflammasome reconstituted in yeast; actives 0.39% (n = 330,000); AID 2825; inhibition, % at 10 µM; Yeast reconstituted NLRP3/ASC/caspase-1, beta-gal luminescence, 24 h;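 active means inhibition of 50% or more; inactive means inhibition below 50%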;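 further: plate controls were induced DMSO wells for no effect and uninduced yeast grown without galactose for full effect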
UPR XBP1 act – activators of adaptive arm of unfolded protein response (XBP1); CHO-XBP1 luciferase reporter, IRE1-XBP1 UPR activation, luminescence; percent of tunicamycin response, DMSO as zero; activation, % at 20 µM; actives 0.33% (n = 330,000); AID 463104;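 active means versus positive control, 20 µM dose yields 30% or more activation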;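 further: 100% = tunicamycin at 10 µg/mL and 0% = DMSO only wells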
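assay system = CHO-XBP1 luciferase reporter cells | amount = 1000 cells/well | buffer or medium = F12 plus 10% FBS | compound dosing = single point, 20 µM final compound, 1% DMSO | incubation = 16-18 h cell attachment at 37 °C, then 6 h compound exposure | detection = Steady-Glo luminescence read | controls = tunicamycin 10 µg/mL and vehicle-only wells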
tim10-1 inh – growth inhibitors of tim10-1 mutant yeast; S. cerevisiae tim10-1 ts strain growth, BacTiter-Glo, 24 h; inhibition, % at 20 µM; actives 2.2% (n = 330,000); AID 463190;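 active means inhibition of at least 40%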;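 further: mutant grown at 25 °C; 0% = DMSO wells with yeast and 100% = wells holding no yeast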
Mdm2 MdmX PPI – human Mdm2/MdmX binding inhibition. actives 3% (n = 330,000). inhibition, % at 8 µM. SaOS-2 split-luciferase Mdm2/MdmX complementation, luminescence. AID 485346;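 active means inhibition of at least 50% at 8 µM in the primary screen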
tim23-1 inh – inhibits growth of tim23-1 mutant yeast; S. cerevisiae tim23-1 growth, BacTiter-Glo luminescence, 24 h; actives 1.3% (n = 330,000); inhibition, % at 20 µM;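 active means growth inhibition of the mutant yeast at or above 50%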;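 further: temperature-sensitive mutant grown at 25 °C; plate controls were DMSO-treated mutant yeast for no effect and medium wells lacking yeast for full effect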
TIM10 inh – growth inhibitors of TIM10 yeast strain | S. cerevisiae TIM10 strain growth, BacTiter-Glo luminescence, 24 h | inhibition, % at 10 µM | actives 1.4% (n = 330,000);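 active means inhibition of 40% or more at the single tested concentration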;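 further: wild-type TIM10 isogenic control strain grown at permissive 25 °C; 0% = DMSO yeast wells and 100% = minimal medium wells without yeast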
An asterisk follows results filed as active; nt = not tested or not shown; & = joins results of further samples.

molecule,NR3A LBD binder,CHOP UPR activ,APJ agonist,NALP3 yeast inh,UPR XBP1 act,tim10-1 inh,Mdm2 MdmX PPI,tim23-1 inh,TIM10 inh
Cc1nccn1CCc1nc(N)nc(N)n1,0,-1.4,-1,12,0,8,17,-6,-20
O=C(CN(Cc1ccccc1Cl)C(=O)c1csnn1)NCCc1ccccc1,-1,0.4,1,14,-5,12,3,12,-13
O=C(NCc1ccccn1)/C(=N/O)c1ccccc1,1,1.3,3,-2,0,-18,-6,-7,-1
O=C(COc1ccc(Br)cc1)N1CCOCC1,1,0.1,-5,-13,-1,18,13,4,-4
CCCC(=O)C1=C(O)C(c2cccc(Oc3ccccc3)c2)CCC1=O (stereo not drawn),-2,0.4,-3,-12,0,29,25,13,-3
Cc1cc(C)c2c(-n3cccc3)c(NC(=O)OCc3ccccc3)sc2n1,0,-1.1,-2,16,-1,3,22,13,11
Cc1ccc(C(=O)OCC(=O)N(CC(C)C)c2c(N)n(Cc3ccccc3)c(=O)[nH]c2=O)o1,1,0.7,-4,-3,-2,4,13,6,-1
Cc1ccc(C(=O)Nc2cccc(NC(=O)c3cccnc3)c2)cc1,2,0.8,1,5,-2,-37,35,-28,-16
CC(=O)NCN1CCN(CNC(C)=O)CC1,0,-0.2,0,22,-6,-19,2,9,0
CCOc1ccc(OCC(=O)OCn2c(SC)nnc(C)c2=O)cc1,-3,0.0,-1,9,-1,12,-7,20,-7
CN(CC(=O)Nc1ccc(Cl)cc1)C(=O)CNC(=O)c1cccs1,1,-1.5,-1,18,-1,-5,1,-15,-4
Cc1cc(NC(=O)c2ccc(-c3ccccc3[N+](=O)[O-])o2)no1,-2,3.0,-1,6,4,-3,-30,19,6
CN(C)c1ccc(/C=C(\NC(=O)c2ccccc2)C(=O)NCCN2CCOCC2)cc1,-3,0.3,-3,20,-1,-2,1,6,1
Cc1nnc2n(c1=O)N=C(c1ccc(Cl)cc1)CS2,0,-0.8,5,18,0,18,-35,14,3
Cn1c(NC(=O)c2ccc(F)cc2)c(-c2cccs2)c(=O)c2ccccc21,1,-0.2,3,12,0,0,2,13,11
Cc1ccc(Nc2nc3ccccc3c(=O)s2)cc1C,-3,0.5,-2,22,-1,14,15,17,29
Cc1cc(N2C(=O)C(O)=C(C(=O)c3ccco3)C2c2ccc(Cl)cc2)no1 (stereo not drawn),2,2.8,2,-3,-1,19,30,11,-12
O=C(NNC(=O)C1CCN(C(=O)Nc2ccccc2)CC1)c1ccc([N+](=O)[O-])cc1,1,0.1,-1,7,-1,-12,23,5,7
CCOc1ccc(N2C(=O)/C(=C\c3ccccc3OC)S(=O)(=O)C2c2cccc([N+](=O)[O-])c2)cc1 (stereo not drawn),-3,4.1,0,12,2,45*,-21,34,16
Cc1ccc(NC(=O)CNC(=O)CC23CC4CC(CC(C4)C2)C3)c(O)c1,0,1.7,3,19,2,21,13,40,2
CN1CCN(NC(=O)/C=C/c2ccc(C(C)(C)C)cc2)CC1,2,3.0,-6,-1,1,7,-8,1,7
COc1ccccc1NC(=O)c1oc2ccccc2c1NC(=O)c1ccco1,-1,0.0,-4,4,2,12,26,-11,11
Brc1cccc(CNc2nc3ccccc3n2CCN2CCOCC2)c1,1,-1.9,-1,18,-3,8,-6,10,-17
CCCCN(C(=O)c1ccc(S(=O)(=O)N2CCC(C)CC2)cc1)C1CCS(=O)(=O)C1 (stereo not drawn),-2,0.2,-2,0,-1,-19,13,-10,-1
COc1ccc(NC(=O)C2CCCN2S(=O)(=O)c2ccc3c(c2)CCC(=O)N3)cc1Cl (stereo not drawn),1,1.9,-4,8,-1,7,13,-6,4
COc1ccc(C(=O)CSc2nnn(-c3cccc(NC(C)=O)c3)n2)cc1,-2,4.9,-5,12,3,-18,-24,-4,-9
Cc1ccc(S(=O)(=O)NCCC(=O)Nc2ccc(C)c(Cl)c2)cc1C,3,0.6,0,6,-2,20,20,11,3
CN(C)CCCNC(=O)CC(c1ccc(F)cc1)c1ccco1 (stereo not drawn),-1,-2.1,0,5,-3,6,18,12,3
CC(C)N(Cc1ccccc1)S(=O)(=O)c1cccs1,-5,0.0,-2,25,4,2,18,9,-5
COc1ccc(C)cc1N(C(=O)c1ccccc1F)c1nc2ccccc2s1,0,-0.8,-3,-8,-3,13,19,37,10
COC(=O)c1cc2ccccn2c2c(C(=O)OC)c(C(=O)OC)cc1-2,2,-4.9,-2,14,-1,29,32,25,31
CC1CC(C)CN(c2ccc(S(=O)(=O)N3CCOCC3)cc2)C1 (stereo not drawn),-2,2.8,9,11,-2,28,-8,36,18
CCOC(=O)c1ccc(NC(=O)Nc2ccccn2)cc1,-2,2.2,-6,2,6,15,-115,18,21
Brc1nc(-c2ccccc2)nc(-c2ccccc2)c1Br,-2,8.3,21,12,0,20,79*,14,23
COc1cc(NC(=O)c2cc(C)on2)cc(C(=O)Nc2cccc(C(F)(F)F)c2)c1,2,-0.5,0,23,1,36,34,49,4
CC(C)c1ccccc1OCCNS(C)(=O)=O,0,-1.3,-1,-2,-1,2,16,0,6
OCCC1CN(Cc2cn[nH]c2C2CCCCC2)CCN1C1CCCC1 (stereo not drawn),-1,2.2,-1,7,0,5,16,-15,3
N=c1c2c(ncn1CCN1CCOCC1)Oc1ccc3ccccc3c1C2c1ccccc1 (stereo not drawn),1,-0.5,-4,11,0,32,40,15,5
CCN1C(=O)[C@H]2[C@@H](c3ccc(-c4ccccc4)cc3)N[C@@](C)(C(=O)OC)[C@H]2C1=O,-1,0.9,9,7,1,5,-1,8,11
CCOc1ccc(CCNC(=O)CN2C(=O)NC3(CCCC3)C2=O)cc1OCC,-1,0.8,-7,16,-2,6,6,-5,-2

One compound at a time (already shown). Screens in order: NR3A LBD binder, CHOP UPR activ, APJ agonist, NALP3 yeast inh, UPR XBP1 act, tim10-1 inh, Mdm2 MdmX PPI, tim23-1 inh, TIM10 inh
Cc1nccn1CCc1nc(N)nc(N)n1 is listed with 0, -1.4, -1, 12, 0, 8, 17, -6, -20
CCCCN(C(=O)c1ccc(S(=O)(=O)N2CCC(C)CC2)cc1)C1CCS(=O)(=O)C1 (stereo not drawn) is listed with -2, 0.2, -2, 0, -1, -19, 13, -10, -1
N=c1c2c(ncn1CCN1CCOCC1)Oc1ccc3ccccc3c1C2c1ccccc1 (stereo not drawn) is listed with 1, -0.5, -4, 11, 0, 32, 40, 15, 5

Remaining list, next part
molecule,NR3A LBD binder,CHOP UPR activ,APJ agonist,NALP3 yeast inh,UPR XBP1 act,tim10-1 inh,Mdm2 MdmX PPI,tim23-1 inh,TIM10 inh
CCCN1Cc2cccc(C(N)=O)c2C1=O,-1,-1.6,-2,12,2,6,-1,14,3
O=C(NNc1nc(-c2ccccc2)cs1)c1cccs1,-11,1.9,-2,18,-1,4,37,20,7
COc1ccc2[nH]c(=O)c(CN(Cc3cccs3)S(=O)(=O)c3cccc4nsnc34)cc2c1,8,1.1,-1,10,0,13,75*,-4,17
COc1cc(NC(=S)NCc2ccco2)c(OC)cc1Cl,-9,-1.5,-2,8,1,36,-24,40,23
O=C(Nc1ccc(S(=O)(=O)N2CCOCC2)cc1)c1ccc([N+](=O)[O-])cc1Cl,1,-3.4,8,21,-9,28,20,19,24
Cc1ccc(CN2CCN(Cc3ccco3)CC2)cc1,0,2.3,2,25,-5,7,4,14,0
Nn1c(Cc2cccc3ccccc23)nnc1SCc1ccccc1Cl,0,0.3,-2,19,-1,32,-2,36,30
O=S(=O)(Nc1ccc(Br)cc1)N1CCOCC1,1,-0.6,-2,8,-3,-12,17,0,-13
O=C(O)/C=C/C(=O)Nc1ccccc1-c1ccccc1NC(=O)/C=C/C(=O)O,0,3.4,1,10,0,3,-8,1,2
CC12CC(NC(=O)N1Cc1ccccc1)c1ccccc1O2 (stereo not drawn),1,-0.9,-3,10,2,19,-1,15,10
CCOC(=O)Cc1csc(NC(=O)CCCC(=O)O)n1,-1,0.2,-4,-3,-1,-10,0,23,0
O=C(c1ccc2c(c1)C(=O)N(Cc1ccco1)C2O)N1CCOCC1 (stereo not drawn),1,-0.1,-2,0,-1,-3,2,8,-2
Nc1cnn(Cc2ccc(F)cc2)c1,0,0.1,-1,-7,-5,-2,5,-1,-1
O=S(=O)(NCc1cc(-c2ccc(Cl)cc2)no1)c1ccc(Cl)cc1,-6,-3.3,-7,-2,-1,10,10,6,11
C[C@]12CCC(=O)C=C1CC[C@@H]1[C@@H]2[C@@H](O)C[C@@]2(C)[C@H]1CC[C@]2(O)C(=O)CO,-1&6,-2.9&-1.7,-3&-2,1&-1,-8&1,-35&0,-4&6,-2&-4,0&-9
CC1(OC(=O)c2ccco2)C(=O)C=C2C=C(c3ccc(C#N)cc3)OC=C2C1=O (stereo not drawn),nt,0.2,1,1,1,9,-3,5,2
Cc1cc(C)nc(NC2=NCC(=O)N2c2ccc(F)c(Cl)c2)n1,0,-0.9,-3,-7,-4,9,11,13,-8
CCC(C)(C)NC(=O)C1CCN(c2nc(C)cc(C)n2)CC1,2,-0.1,-1,5,0,5,23,10,-9
CC(=O)N/C(=C\c1ccc2c(c1)OCO2)C(=O)NC(C(=O)O)c1ccccc1 (stereo not drawn),1,2.1,-2,5,0,-2,-10,9,9
CCc1ccc(C(=O)N2CCCC2)s1,-1,1.7,-3,20,0,-11,-23,-3,-12
N#CC1=C(N)OC2=C(C(=O)CCC2)C1c1cccs1 (stereo not drawn),-2,0.3,-2,1,-2,-12,20,4,-7
CC(C)(C)NC(=O)c1ccc2c(c1)CCO2,0,0.0,-4,10,-1,1,1,13,13
CCOc1ccccc1NS(=O)(=O)c1c[nH]c(C(=O)OC)c1,0,-0.9,-1,11,-2,9,10,13,15
COc1cccc(CC2(CO)CCN(Cc3cccn3-c3cccnc3)CC2)c1,-2,-1.1,-3,6,-3,10,-3,27,14
COCCNc1ncnc2c1[nH]c1ccccc12,1,-1.8,-1,2,-2,-18,2,10,-11
CCOC(=O)Cn1cnc2scc(-c3ccc(C)c(C)c3)c2c1=O,3,-1.9,-4,21,-3,23,-6,31,5
CN(C(=O)c1ccc(OC2CCN(S(=O)(=O)N(C)C)CC2)cc1)C1CCCCC1,0,1.1,2,21,3,-1,-33,27,8
CCc1cc(=O)oc2cc(C)cc(O)c12,-1,1.7,-9,-18,-3,1,24,14,-18
CC1CCCN(S(=O)(=O)c2ccc(Cl)s2)C1 (stereo not drawn),0,2.4,-2,6,-3,-8,2,14,3
CCN(Cc1ccccc1)S(=O)(=O)c1ccc(S(=O)(=O)N2CCN(C)CC2)cc1,0,0.7,6,14,0,-21,2,-4,-29
N#CC(c1nc2ccccc2nc1N1CCCC1)S(=O)(=O)c1ccccc1 (stereo not drawn),-4,5.1,8,27,3,38,14,28,41*
